SIRT5 block = blocks human SIRT5 desuccinylation of peptide; Purified SirT5, succinyl-peptide AMC, trypsin-coupled fluorescence; 330,000 tested, 1.1% active; inhibition, % at 15 µM; Q9NXA8; in the data active means inhibition above about 15%; inconclusive means no clear call, values can overlap the other calls
Target sequence (Q9NXA8 whole entry, looked up): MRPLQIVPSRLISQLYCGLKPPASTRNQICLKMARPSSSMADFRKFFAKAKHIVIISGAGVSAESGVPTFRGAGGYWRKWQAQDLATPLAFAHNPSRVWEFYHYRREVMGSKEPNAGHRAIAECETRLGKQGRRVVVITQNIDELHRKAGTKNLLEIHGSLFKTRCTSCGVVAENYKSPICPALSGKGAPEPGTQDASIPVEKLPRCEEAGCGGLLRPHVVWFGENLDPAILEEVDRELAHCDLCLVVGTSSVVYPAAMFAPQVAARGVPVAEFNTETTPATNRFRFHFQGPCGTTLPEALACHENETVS
DENV2 CPE = DENV2-induced cell death inhibition; DENV2-infected cells, cytopathic effect rescue, plate reader; AID 651640; 350,000 tested, 1.7% active; CPE inhibition, % at 9.99 µM; in the data active means CPE inhibition above about 20%, passing the limit was not always enough; inconclusive means no clear call, values can overlap the other calls; tested in BHK-21 cells;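 further: 0% = median of neutral control wells and 100% = median of positive control wells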
ARNT TACC3 PPI = disruptors of human ARNT/TACC3 interaction; Q9Y6A5; AID 623870; AlphaScreen His-ARNT PAS-B/GST-TACC3 binding, luminescence; TACC3 fragment carries E629A point mutation; 390,000 tested, 0.66% active; inhibition, % at 9.99 µM;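 active means mean inhibition of replicates at least 50% and at least half of replicates each reaching 50%; inconclusive means half or more replicates reach 50% but mean below 50%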;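 further: 0% = complete ARNT plus TACC3 wells and 100% = ARNT alone without TACC3; many hits fall short of the cut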
PAX8 reporter = lowers PAX8-driven luciferase in RMG-I cells; 360,000 tested, 1.2% active; inhibition, % at 12.6 µM; RMG-I TPO-luciferase reporter, SteadyGlo, 24 h; AID 652154;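 active means mean replicate inhibition at least 60% with every replicate also reaching 60%; inconclusive means only one of the two criteria is met; inactive means mean below 60% and not all replicates reaching 60%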;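 further: luciferase light reporting Pax8 driven TPO promoter activity; plate controls were median of neutral control wells for no effect and mitoxantrone controls for full effect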
LGR2 inh = blocks bursicon-induced cAMP signaling via Drosophila LGR2; 380,000 tested, 0.35% active; inhibition, % at 9.99 µM; HEK293 LGR2, CRE-luciferase, bursicon-stimulated, 4 h;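 active means drop in luminescence signal, shown as inhibition above about 50% in the replicate tests, limit read from the data, passing the limit was not always enough; inconclusive means probably only some replicates passing the limit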;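 further: agonist challenge used bursicon conditioned medium at about half maximal strength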
Casp6 inh = blocks human caspase-6 cleavage activity. P55212. purified caspase-6, Z-VEID-R110 cleavage fluorescence. inhibition, % at 12.5 µM. 350,000 tested, 0.53% active. AID 686996;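 active means mean inhibition across replicates at least about 35%, with every replicate also reaching that limit, limit read from the data; inconclusive means only one of the two criteria met; inactive means neither criterion met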;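 further: 0% = median of neutral control wells and 100% = no fluorescence left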
Target sequence (P55212 24-179 limits assumed): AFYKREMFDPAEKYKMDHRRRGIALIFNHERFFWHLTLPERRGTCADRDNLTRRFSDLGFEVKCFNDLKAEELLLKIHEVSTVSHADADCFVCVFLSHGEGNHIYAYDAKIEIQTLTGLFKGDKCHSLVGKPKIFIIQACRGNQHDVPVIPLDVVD
Target sequence (P55212 194-293 limits assumed): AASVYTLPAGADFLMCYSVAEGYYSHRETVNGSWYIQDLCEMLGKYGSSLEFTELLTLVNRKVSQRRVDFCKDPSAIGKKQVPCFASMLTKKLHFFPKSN
EWS-Fli block = inhibitors of EWS/Fli oncoprotein transcriptional activity | A673 NR0B1-luciferase reporter, viability-normalised | inhibition, % at 12.6 µM | 350,000 tested, 0.67% active | AID 651661;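 active means mean inhibition of at least 50% after viability correction, with every replicate also passing that limit; inconclusive means mean reaches 50% but only one of two replicates passes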;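 further: firefly luciferase signal divided by Alamar Blue viability fluorescence both relative to DMSO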
Starred values were filed as active, the others as inactive.

C[C@@H]1CN([C@@H](C)CO)C(=O)c2cc(NC(=O)c3ccncc3)ccc2O[C@@H](C)CCCCO[C@@H]1CN(C)C(=O)c1ccccc1 was read as SIRT5 block -1.3, DENV2 CPE inconclusive, ARNT TACC3 PPI 0.1, PAX8 reporter -1.1, LGR2 inh 10.1, Casp6 inh -2.2 and EWS-Fli block -2.5.
Screening COc1ccc(CCNC(=O)c2cc(C3CC3)nc3c2cnn3C(C)C)cc1 returned SIRT5 block 1.3, DENV2 CPE 8.6, ARNT TACC3 PPI 1.7, PAX8 reporter 0.0, LGR2 inh -7.1, Casp6 inh 0.6 and EWS-Fli block 9.8.
O=C(COC(=O)c1cc(S(=O)(=O)N2CCCCC2)ccc1Cl)NC1CCCCC1 was read as DENV2 CPE -7.2, PAX8 reporter 9.8, LGR2 inh 6.3, Casp6 inh 1.5 and EWS-Fli block -1.0.
For COc1ccc(-c2nc3n(c2C)CCC3)cc1 the results were SIRT5 block 1.1, DENV2 CPE -1.1, ARNT TACC3 PPI 6.0, PAX8 reporter -29.7, LGR2 inh -39.3, Casp6 inh -0.2 and EWS-Fli block -73.2.
For C[C@@H]1CN([C@H](C)CO)C(=O)c2cc(NC(=O)Nc3ccccc3)ccc2O[C@@H]1CN(C)C(=O)Nc1ccccc1 the results were SIRT5 block -2.0, DENV2 CPE -8.6, ARNT TACC3 PPI -6.9, PAX8 reporter 1.4, LGR2 inh 11.8, Casp6 inh 0.6 and EWS-Fli block -3.5.
C[C@@H]1CN([C@@H](C)CO)C(=O)Cc2cc(NS(C)(=O)=O)ccc2O[C@@H]1CN(C)Cc1ccc(C(=O)O)cc1 was read as SIRT5 block -2.2, DENV2 CPE -0.4, ARNT TACC3 PPI 37.5, PAX8 reporter -19.3, LGR2 inh 12.5, Casp6 inh -0.1 and EWS-Fli block 0.5.
`COc1ccc(N2CCN(C(=O)c3ccc(NS(=O)(=O)c4cccs4)cc3)CC2)cc1` gave SIRT5 block 0.5, DENV2 CPE 4.0, ARNT TACC3 PPI 1.6, PAX8 reporter -23.6, LGR2 inh -23.2, Casp6 inh 3.1 and EWS-Fli block -19.0.
`Cc1c(S(=O)(=O)NCCc2ccccc2)c(=O)n(C)c(=O)n1C` gave SIRT5 block -4.8, DENV2 CPE -9.0, ARNT TACC3 PPI -3.8, PAX8 reporter -1.6, LGR2 inh -2.6, Casp6 inh -4.4 and EWS-Fli block -3.9.
Screening CCC(C)NCCCCOc1ccc(Cl)cc1C (configuration not stated) returned ARNT TACC3 PPI 1.1, PAX8 reporter 5.8 and LGR2 inh -11.8.
For Cc1cccc(OCC(=O)NCCCNC(=O)c2ccncc2)c1 the results were SIRT5 block -0.7, DENV2 CPE -13.7, ARNT TACC3 PPI 0.8, PAX8 reporter -8.8, LGR2 inh -3.6 and Casp6 inh -1.1.
For Cc1ccc(C)n1-c1ccc(-c2ccn[nH]2)cc1 the results were SIRT5 block -3.5, DENV2 CPE 4.1, ARNT TACC3 PPI -7.8, PAX8 reporter -28.0, LGR2 inh 6.3, Casp6 inh 0.0 and EWS-Fli block -1.9.
O=C(CN1C(=O)NC2(CCCCCC2)C1=O)Nc1ccc2c(c1)CCC2 was read as SIRT5 block -0.8, DENV2 CPE 1.6, ARNT TACC3 PPI 4.2, PAX8 reporter 5.5, LGR2 inh 1.1, Casp6 inh 13.2 and EWS-Fli block 6.4.
CCN(CCO)CC1CCCC2CCCCC21 (configuration not stated) was read as DENV2 CPE -2.8, PAX8 reporter 2.2, LGR2 inh -15.0, Casp6 inh -1.5 and EWS-Fli block 5.4.
Screening Cc1cc(C)c(NS(=O)(=O)c2c(C)noc2C)c(C)c1 returned SIRT5 block -5.2, DENV2 CPE 12.9, ARNT TACC3 PPI 0.9, PAX8 reporter -10.7, LGR2 inh -6.6, Casp6 inh 2.7 and EWS-Fli block 10.6.
CC(NC(=O)CN1C(=O)NC2(CCCC2)C1=O)c1ccc2ccccc2c1 (configuration not stated) was read as SIRT5 block 2.0, DENV2 CPE -2.2, ARNT TACC3 PPI -2.6, PAX8 reporter 1.1, LGR2 inh -7.7, Casp6 inh -5.5 and EWS-Fli block -11.1.

The closing four records of the section before come first, to join the parts:
O=C(CN1C(=O)NC2(CCCCCC2)C1=O)Nc1ccc2c(c1)CCC2 was read as SIRT5 block -0.8, DENV2 CPE 1.6, ARNT TACC3 PPI 4.2, PAX8 reporter 5.5, LGR2 inh 1.1, Casp6 inh 13.2 and EWS-Fli block 6.4.
CCN(CCO)CC1CCCC2CCCCC21 (configuration not stated) was read as DENV2 CPE -2.8, PAX8 reporter 2.2, LGR2 inh -15.0, Casp6 inh -1.5 and EWS-Fli block 5.4.
Screening Cc1cc(C)c(NS(=O)(=O)c2c(C)noc2C)c(C)c1 returned SIRT5 block -5.2, DENV2 CPE 12.9, ARNT TACC3 PPI 0.9, PAX8 reporter -10.7, LGR2 inh -6.6, Casp6 inh 2.7 and EWS-Fli block 10.6.
CC(NC(=O)CN1C(=O)NC2(CCCC2)C1=O)c1ccc2ccccc2c1 (configuration not stated) was read as SIRT5 block 2.0, DENV2 CPE -2.2, ARNT TACC3 PPI -2.6, PAX8 reporter 1.1, LGR2 inh -7.7, Casp6 inh -5.5 and EWS-Fli block -11.1.
O=C1c2ccccc2C(c2nnnn2-c2ccc3c(c2)OCCO3)N1CCOc1ccccc1 (configuration not stated) was read as SIRT5 block -5.2, DENV2 CPE -5.5, PAX8 reporter -14.2, LGR2 inh -26.4, Casp6 inh -2.4 and EWS-Fli block -23.4.
COCC(=O)N1CC2(C1)CN(C(=O)NC1CCCC1)[C@@H](CO)c1c2c2ccc(OC)cc2n1C was read as SIRT5 block -0.5, DENV2 CPE inconclusive, PAX8 reporter -0.3, LGR2 inh -7.0, Casp6 inh 1.1 and EWS-Fli block 3.3.
`C[C@@H]1ON(C)[C@H]2C[C@H]3c4[nH]c5cccc(-c6ccccc6F)c5c4CCN3C(=O)[C@@H]12` gave SIRT5 block -5.6, DENV2 CPE -0.8, PAX8 reporter 9.9, LGR2 inh 1.7, Casp6 inh 4.8 and EWS-Fli block 18.4.
`COc1ccc(-n2nc(C(N)=O)nc2-c2ccccc2)cc1` gave SIRT5 block -2.4, DENV2 CPE 3.0, ARNT TACC3 PPI -11.2, PAX8 reporter 15.7, LGR2 inh -4.6, Casp6 inh -0.7 and EWS-Fli block -3.9.
For COC(=O)C1=C(C)NC(C)=C(C(=O)OC)C1C(=O)OCC(=O)Nc1ccc(C(C)=O)cc1 the results were SIRT5 block 2.1, DENV2 CPE 3.0, ARNT TACC3 PPI -4.4, PAX8 reporter 11.7, LGR2 inh 8.9, Casp6 inh 9.8 and EWS-Fli block -0.2.
C[C@H](CO)N1C[C@H](C)[C@@H](CN(C)C(=O)Nc2ccccc2)OCCCC[C@H](C)Oc2ccc(NS(=O)(=O)c3ccc(F)cc3)cc2C1=O was read as DENV2 CPE -0.5, ARNT TACC3 PPI -3.4, PAX8 reporter -5.6, LGR2 inh 10.2 and EWS-Fli block -9.5.
CCn1cc(C(=O)N2CCc3ccccc32)c(=O)c2cc(S(=O)(=O)N(C)C3CCCCC3)ccc21 was read as ARNT TACC3 PPI 6.8, PAX8 reporter -1.1 and LGR2 inh 3.1.
Screening COc1cccc(-c2nc(-c3ccccc3)c(-c3ccccc3)[nH]2)c1OCC(=O)O returned SIRT5 block -0.9, DENV2 CPE -3.0, ARNT TACC3 PPI 0.5, PAX8 reporter 16.7, LGR2 inh 14.8, Casp6 inh -0.1 and EWS-Fli block 6.2.
Screening O=C(N[C@H]1CC[C@@H](CCn2cc(C3CC3)nn2)O[C@@H]1CO)c1cccnc1 returned SIRT5 block 1.5, DENV2 CPE -5.1, ARNT TACC3 PPI -17.9, PAX8 reporter -8.9, LGR2 inh -1.9, Casp6 inh 2.5 and EWS-Fli block -2.5.
COCCCNC(=O)c1ccc2c(=O)n(Cc3ccc(Cl)cc3)c(=S)[nH]c2c1 was read as SIRT5 block -4.9, DENV2 CPE 7.7, ARNT TACC3 PPI 11.5, PAX8 reporter -12.2, LGR2 inh -8.7, Casp6 inh 2.0 and EWS-Fli block 4.2.
CCC(NC(=O)NNC(=O)c1ccncc1)(C(F)(F)F)C(F)(F)F was read as SIRT5 block -1.3, DENV2 CPE 0.3, ARNT TACC3 PPI 14.1, PAX8 reporter -2.1, LGR2 inh 5.7, Casp6 inh 1.9 and EWS-Fli block 3.4.
For CCC(C(=O)NC(CC(=O)O)c1ccc(Cl)cc1)c1ccccc1 (configuration not stated) the results were SIRT5 block -1.1, DENV2 CPE 3.6, ARNT TACC3 PPI 4.6, PAX8 reporter 13.5, LGR2 inh -9.8, Casp6 inh -0.4 and EWS-Fli block -1.3.
Screening C[C@H](NC(=O)C[C@H]1CC[C@H]2[C@@H](COC[C@@H](O)CN2C(=O)Nc2cc(Cl)cc(Cl)c2)O1)c1ccccc1 returned SIRT5 block 1.3, DENV2 CPE 22.9*, ARNT TACC3 PPI 5.6, PAX8 reporter 19.6, LGR2 inh -3.0, Casp6 inh 1.4 and EWS-Fli block 16.8.
Screening CCOC(=O)N1CCC(N2Cc3cccc(C(=O)Nc4ccc(N(CC)CC)cc4C)c3C2=O)CC1 returned SIRT5 block 2.1, DENV2 CPE -2.5, ARNT TACC3 PPI 20.6, PAX8 reporter 1.9, LGR2 inh -1.3 and Casp6 inh 2.1.
COc1ccc(-c2c(C3=CCCCC3)oc3ccc(-c4ccc5c(c4)OCO5)cc23)cn1 was read as SIRT5 block -4.3, DENV2 CPE inconclusive, PAX8 reporter 5.2, LGR2 inh 12.2, Casp6 inh -4.6 and EWS-Fli block 3.1.
COc1cccc(CNCc2cccc(OC)c2O)c1O was read as SIRT5 block -1.4, DENV2 CPE 0.7, ARNT TACC3 PPI -20.3, PAX8 reporter -16.3, LGR2 inh 15.6, Casp6 inh -0.8 and EWS-Fli block -1.4.
For C/C(=C(\C#N)C(=O)NCCN1CCOCC1)N(C)C the results were SIRT5 block 1.4, DENV2 CPE 8.1, ARNT TACC3 PPI -2.9, LGR2 inh 2.8, Casp6 inh 1.9 and EWS-Fli block 7.4.
`CN1c2ccc(-c3cccc(C#N)c3)cc2[C@H]2[C@H](CCN2C(=O)C2CC2)[C@@H]1CO` gave SIRT5 block 4.9, DENV2 CPE -3.6, PAX8 reporter -9.2, LGR2 inh 12.4, Casp6 inh 1.3 and EWS-Fli block 9.6.
